Xi reactivation – activators of X-chromosome reactivation in mouse fibroblasts | hit rate 0.055% among 360,000 | XiGFP mouse fibroblasts, % GFP-positive cells imaging, 3 d; cells co-treated with 5-aza-dC sensitizer; scaled so ellipticine positive control = 100% | activation, % at 7.58 µM;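 active means mean normalized replicate activation at least 10% and every replicate at or above 10%; inconclusive means only one of the two criteria met; inactive means mean below 10% and not all replicates reach 10%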;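 further: 0% = median of on-plate neutral control wells and 100% = ellipticine 6 µM median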
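Material: XiGFP fibroblasts, SV40-immortalized; Buffer or medium: DMEM containing 5-aza-dC; Compound dosing: single point; Times: 3 days compound exposure.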
DENV2 CPE – protects cells from dengue virus 2 cytopathic effect | CPE inhibition, % at 9.99 µM | DENV2-infected cells, cytopathic effect rescue, plate reader | hit rate 1.7% among 350,000; in the data active means CPE inhibition above about 20%, passing the limit was not always enough; inconclusive means no clear call, values can overlap the other calls; tested in BHK-21 cells;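 further: 0% = median of neutral control wells and 100% = median of positive control wells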
E-sel inducer – induces E-selectin expression in human endothelial cells; P16581; HUVEC E-selectin immunofluorescence imaging; normalized: neutral wells 0, TNF-alpha wells 100; activation, % at 7.58 µM; hit rate 0.37% among 260,000; AID 686992;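 active means mean E-selectin-positive cell signal at least 10% of the positive control, reached in at least 60% of replicates, without over 20% cell loss; inconclusive means no rule given, readout overlaps actives, possibly toxicity-flagged; inactive means the rest, including those meeting only one limit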;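 further: in these data hits start at about 27%; measured in HUVEC primary endothelial cells; signal is the percent of cells scored E-selectin positive by PE staining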
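System: HUVEC / Compound: single concentration / Signal: immunofluorescence imaging / Read-out: percent E-selectin-positive cells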
RAD54 branch – RAD54 (human) branch migration inhibition; inhibition, % at 10.4 µM; RAD54 Holliday junction branch migration, FAM/BHQ fluorescence; hit rate 0.14% among 360,000; Q92698;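 active means mean normalized replicate activity at least 40 and at least half of replicates scoring 40 or more; inconclusive means only one of the two criteria met; inactive means mean below 40 and under half of replicates reaching 40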;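 further: 0% = median of neutral control wells and 100% = median of positive control wells; inhibitors cause a drop in the FAM fluorescence signal; in these data hits start at about 50%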
Target sequence (Q92698 whole entry, looked up): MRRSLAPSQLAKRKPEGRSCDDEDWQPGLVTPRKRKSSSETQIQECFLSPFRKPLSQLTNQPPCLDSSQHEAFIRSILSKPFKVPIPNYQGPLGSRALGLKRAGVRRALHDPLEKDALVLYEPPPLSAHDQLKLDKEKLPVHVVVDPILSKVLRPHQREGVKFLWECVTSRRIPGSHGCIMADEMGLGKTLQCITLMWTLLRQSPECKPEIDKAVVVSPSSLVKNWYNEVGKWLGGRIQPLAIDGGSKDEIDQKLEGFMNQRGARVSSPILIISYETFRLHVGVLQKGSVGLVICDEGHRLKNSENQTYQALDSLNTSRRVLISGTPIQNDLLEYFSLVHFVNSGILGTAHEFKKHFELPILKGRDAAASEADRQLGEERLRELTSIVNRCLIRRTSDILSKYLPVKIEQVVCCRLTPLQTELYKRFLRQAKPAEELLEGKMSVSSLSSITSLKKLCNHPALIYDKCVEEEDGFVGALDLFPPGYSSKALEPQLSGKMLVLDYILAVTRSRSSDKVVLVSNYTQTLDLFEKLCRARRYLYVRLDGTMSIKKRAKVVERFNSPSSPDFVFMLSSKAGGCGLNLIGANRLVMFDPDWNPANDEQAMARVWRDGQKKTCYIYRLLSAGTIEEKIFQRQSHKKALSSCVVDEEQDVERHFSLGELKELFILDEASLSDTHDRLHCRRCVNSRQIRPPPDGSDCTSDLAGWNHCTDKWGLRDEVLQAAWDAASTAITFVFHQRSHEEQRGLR
CFTR F508del cor – correctors of CFTR F508del function in bronchial epithelial cells; CFBE cells, YFP halide quenching; stimulated with forskolin plus potentiator P3; % fluorescence drop versus neutral controls; AID 720511; hit rate 0.36% among 350,000; activity (quench increase), % at 7.58 µM;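 active means mean added fluorescence quench of at least 8% versus neutral control, with both replicates also reaching 8%; inconclusive means only one of the mean or replicate conditions met; inactive means mean below 8% and not both replicates reaching 8%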;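 further: cells transiently co-express mutant CFTR-F508del with the halide-sensitive YFP; corrector assay measuring rescue of mutant channel to the surface after 24 h compound exposure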
CASP6 VEID inh – inhibitors of human caspase-6 | purified caspase-6, Z-VEID-R110 cleavage fluorescence | inhibition, % at 12.5 µM | hit rate 0.53% among 350,000;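 active means mean inhibition across replicates at least about 35%, with every replicate also reaching that limit, limit read from the data; inconclusive means only one of the two criteria met; inactive means neither criterion met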;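 further: 0% = median of neutral control wells and 100% = no fluorescence left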
Target sequence (P55212 24-179 limits assumed): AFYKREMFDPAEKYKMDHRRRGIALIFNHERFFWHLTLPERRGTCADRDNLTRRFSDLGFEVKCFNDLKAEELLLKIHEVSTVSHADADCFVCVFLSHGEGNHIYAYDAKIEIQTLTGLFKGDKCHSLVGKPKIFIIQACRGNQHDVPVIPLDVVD
Target sequence (P55212 194-293 limits assumed): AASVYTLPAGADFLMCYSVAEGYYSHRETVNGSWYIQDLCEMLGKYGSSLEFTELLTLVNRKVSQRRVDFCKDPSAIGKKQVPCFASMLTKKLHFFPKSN
INS-1E GSIS act – GLuc luminescence reporter in INS-1E cells, primary screen for activators of glucose-dependent secretion of insulin; INS-1E GLuc reporter insulin secretion, 2-3 h; activation, % at 16.6 µM; hit rate 0.61% among 370,000; AID 743287;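 active means lowest replicate activation of at least 40%, so every replicate reaches that level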;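 further: 0% = median of neutral control wells and 100% = median of IBMX positive control wells; some compounds called inactive have numbers as strong as hits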
RAD52 inh – blocks human RAD52 DNA annealing; hit rate 0.46% among 360,000; inhibition, % at 18.7 µM; P43351; recombinant RAD52 DNA annealing, FRET fluorescence;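 active means every replicate showing at least 50% inhibition; inconclusive means mean inhibition at least 50% but not in every replicate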
Starred values were filed as active, the others as inactive; ? = inconclusive; . = not tested or not shown; & = joins results of further samples.

SMILES	Xi reactivation	DENV2 CPE	E-sel inducer	RAD54 branch	CFTR F508del cor	CASP6 VEID inh	INS-1E GSIS act	RAD52 inh
COc1ccc2c3c([nH]c2c1)[C@@H](CO)N(C(=O)Nc1c(C)noc1C)CC31CN(CC2CCCCC2)C1	0.4	-14	0.4	.	-1.9	3	-11	20
CC(C)c1ccc2c(c1)C(N1CCNCC1)Cc1ccc(F)cc1S2 (centres undefined)	0.0	-14	0.0	.	-29	4	.	2
CCC(=O)N1CC2(C1)[C@H](c1ccc(-c3cccc(F)c3)cc1)[C@H](CO)N2CC1CC1	0.0	-2	-0.2	.	-0.5	-2	3	4
CC(=O)N1CCc2cc(S(=O)(=O)CCC(=O)N(C)c3cc(C)ccc3C)ccc21	0.0	0	.	10	-1.4	-3	35	-1
CCNC(=O)C[C@H]1CC[C@@H]2[C@H](COc3ccc(NC(C)=O)cc3C(=O)N2C)O1	0.3	-5	-0.1	-6	0.2	2	7	18
Cc1ccc(C)c(S(=O)(=O)N2CCN(C(=O)C(C)Sc3ccccc3)CC2)c1 (centres undefined)	0.3	5	2.2	7	0.8	0	-50	-1
C[C@@H]1CN([C@H](C)CO)C(=O)CCCn2nncc2CO[C@H]1CN(C)S(=O)(=O)c1ccc(-c2ccccc2)cc1	-0.1	6	-0.1	-2	3.1	0	-24	12
Cc1ccc(/C=C2\SC(=S)N(c3c(C)n(C)n(-c4ccccc4)c3=O)C2=O)cc1	.	-6	.	-2	-0.5	1	-33	-17
CN(C(=O)Nc1ccccc1)n1cnc2ccccc2c1=O	0.0	-11	0.1	-2	-0.5	0	-1	-16
O=C(NCCN1CCOCC1)C1CCCN(S(=O)(=O)c2ccc(F)cc2)C1 (centres undefined)	0.0	?	0.2	-2	-1.5	1	-5	6
CCOC(=O)/C=C1/SCC(=O)N1CC(=O)NC12CC3CC(CC(C3)C1)C2	0.0	-7	0.1	-2	-0.4	0	-34	-15
CCN/N=C(\Cc1nc2ccccc2[nH]1)c1ccccc1	0.0	-9	11	.	1.3	1	-5	-27
Cc1noc(C)c1COC(=O)c1csc2c1CCCC2	0.0	3	-0.2	-4	-1.3	1	-5	-1
O=C(CCCOc1ccc(Cl)cc1Cl)Nc1ccc(O)cc1C(=O)O	-0.4	0	.	2	-1.9	2	24	-9
S=C(NCCc1ccccn1)Nc1cccc(Cl)c1	0.1	-5	-0.2	.	.	0	7	-4
Cc1ccc(NC(=O)c2ccc3c(c2)CCN3S(C)(=O)=O)c(C)c1	0.0	-2	.	0	0.5	1	-2	4
CCOC(=O)c1c(C)[nH]c(C(=O)OCc2ccccc2)c1C	0.1	-1	0.0	3	-1.9	-2	11	-21
COc1ccc2c(OC)c3ccoc3nc2c1OC	.	18	.	24	1.0	-3	8	-4
CN(Cc1ccccc1)C(=O)c1cccc(NC(=O)Cc2ccc(NC(=O)C3CCN(C(=O)C4CCCCC4)CC3)cc2)c1	0.0	7	2.2	-3	2.0	.	-8	-20
Cn1c(=O)c2[nH]c(SCC(=O)c3ccc(F)cc3)nc2n(C)c1=O	0.0	0	1.7	.	0.3	1	4	-13
COc1ccc(O)c(CN2CCC(n3nccc3NC(=O)c3ccccc3Cl)CC2)c1	0.0	-3	-0.3	33	-1.4	-2	1	-3
Cc1cnc(C(=O)Nc2ccc(C)c(S(=O)(=O)N3CCCCC3)c2)cn1	-0.1	-13	-2.0	-9	-2.0	4	4	-5
CCC(=O)N1CC2(C1)[C@@H](c1ccc(-c3ccccc3C)cc1)[C@@H](CO)N2C(=O)CC	0.2	37*	0.2	.	0.7	-3	0	-21
CC1(C)CC2(C)Nc3ccccc3N2C(=S)N1 (centres undefined)	-0.2	.	0.0	-19	.	.	-14	.
O=C(C[C@H]1C=C[C@@H](NC(=O)c2ccc(F)cc2)[C@@H](CO)O1)NCCc1ccncc1	0.0	-11	-0.3	-8	0.5	5	4	-5
Cc1cccc(S(=O)(=O)N2[C@@H]3CNC[C@H]2C3c2ccc(-c3ccncc3)cc2)c1 (some centres undefined)	0.0&0.0	-3&-7	-0.1&0.0	.	-0.3&0.4	-23	-11&-2	-14&35
Cc1nn(C)cc1NC(=O)C[C@H]1CC[C@H]2[C@@H](COc3ccc(NC(=O)Nc4cccc(Cl)c4)cc3C(=O)N2C)O1	1.1	-8	0.1	-1	0.9	0	-12	6
O=C(NCc1ccc2c(c1)OCO2)C1CC(=O)N(CCc2ccccc2)C1 (centres undefined)	0.0	-3	0.2	0	-2.8	2	.	-13
CO[C@H]1CN(C)C(=O)c2cc(NC(=O)c3ccc4c(c3)OCO4)ccc2OC[C@@H](C)N(CC2CC2)C[C@@H]1C	-0.2	-1	0.0	-3	0.7	-2	-10	9
CCOC(=O)c1c(NC(=O)C2Cc3ccccc3C(=O)O2)sc2c1CCCC2 (centres undefined)	0.7	-1	-0.3	-6	-1.0	-2	1	-1
CCN(CC)c1ccc(N2C(=NC(=O)C3CCCO3)SC3CS(=O)(=O)CC32)cc1 (centres undefined)	0.0	6	-0.1	.	1.3	2	4	-2
CN(C)c1ccc(N2C(=NC(=O)CCc3ccccc3)SC3CS(=O)(=O)CC32)cc1 (centres undefined)	0.0	-2	.	3	1.2	-2	10	1
CCOC(=O)N1CCC(NC(=O)c2cnn3ccccc23)CC1	0.5	-15	0.0	-6	0.3	-2	15	-8
COc1ccc(C2CC(=O)Nc3cc(OC)c(OC)cc32)cc1Br (centres undefined)	0.3	0	0.1	7	0.7	-5	-2	-10
O=C(O)/C=C/c1ccc2noc(-c3ccccc3)c2c1	.	-1	-0.6	-9	0.0	12	13	-9
C[C@H]1CN([C@@H](C)CO)C(=O)c2cc(NS(=O)(=O)c3ccccc3)ccc2O[C@H]1CN(C)S(=O)(=O)c1ccc(Cl)cc1	0.1	.	0.2	.	-1.2	.	-5	.
O=C(NCc1cccs1)C1C(=O)Nc2ccccc2C(=O)N1C1CCCC1 (centres undefined)	0.2	-12	0.1	.	-2.4	9	10	-2
COc1ccc2c3c(n(C)c2c1)[C@@H](CO)N(S(=O)(=O)c1ccc(C)cc1)CC31CN(C(=O)c2ccccn2)C1	0.2	-6	-0.2	.	0.4	.	-8	1
COc1cccc2cc(C(=O)Nc3ccccc3C)/c(=N/NS(=O)(=O)c3ccccc3)oc12	0.0	0	.	4	-2.4	4	11	-31
C[C@@H]1CN([C@H](C)CO)C(=O)c2cccc(NC(=O)Nc3ccc4c(c3)OCO4)c2O[C@H]1CN(C)Cc1ccc(-c2ccccc2)cc1	-0.4	-3	20	5	0.7	-4	-5	1
CN(C)C(=O)c1ccc(-c2ccc([C@@H]3[C@@H](CO)N4C(=O)CN(C(=O)C5CCCCC5)C[C@H]34)cc2)cc1	0.0	-2	0.1	.	1.5	-3	13	-5
O=C(CN1C(=O)COc2ccc(Cl)cc21)N1CCOCC1	0.2	-6	1.6	9	3.8	3	24	-10
Cc1noc(C)c1NC(=O)N(C)C[C@@H]1Oc2c(NC(=O)CCCCCC(=O)Nc3ccccc3N)cccc2C(=O)N([C@H](C)CO)C[C@@H]1C	-1.4	58*	-0.2	.	-2.3	2	-6	-3
Cc1cc(C)cc(NS(=O)(=O)c2csc(C(N)=O)c2)c1	0.0	6	0.4	.	0.1	0	-1	-3
COCC(=O)N1CC2(CCN(Cc3cccnc3)CC2)c2c(n(C)c3cc(OC)ccc23)[C@@H]1CO	0.0	10	0.0	.	-1.0	1	7	9
O=C1Cn2nnc(-c3ccccc3)c2C2c3ccccc3CCN12 (centres undefined)	0.1	9	0.1	-2	1.0	-1	12	-3
CC(C)CCn1cnc2c(sc3nc4c(cc32)CSC(C)(C)C4)c1=O	-0.1	2	.	.	.	-7	-9	-6
Cc1c(Cc2ccccc2)c(=O)oc2c(C)c(OCC(=O)NCc3ccccn3)ccc12	0.0	-2	.	1	2.1	-2	4	0
CS(=O)(=O)N1[C@@H]2Cn3c(ccc(-c4ccc(F)cc4)c3=O)[C@H]1[C@@H](C(=O)N1CCOCC1)[C@@H]2CO	-0.1	11	-0.5	9	.	0	2	15
Cc1nc(N2[C@H](CO)[C@H](c3ccccc3)[C@H]2CNCC2CCCCC2)sc1C	0.5	1	0.2	.	5.2	1	5	-2
CN1c2ccc(-c3cccc(C#N)c3)cc2[C@H]2[C@H](CCN2C(=O)C2CCC2)[C@@H]1CO	0.0	-19	0.8	1	-0.1	.	-10	.
O=C(Nc1cccc(Cl)c1Cl)c1csc([C@@H]2O[C@H](CO)[C@H](O)[C@H](O)[C@H]2O)n1	0.1	5	-0.1	-7	-0.9	0	5	-7
CCC(=O)N1CCc2cc(Br)cc(S(=O)(=O)NCCN3CCCC3)c21	0.0	?	.	7	4.5	-1	7	-12
Cc1ccc[n+](CC(=O)Nc2ccc([N+](=O)[O-])cc2)c1	0.0	-1	.	-3	-2.6	1	1	-8
C[C@H]1CCCCO[C@H](CN(C)C(=O)CCCN(C)C)[C@@H](C)CN([C@@H](C)CO)C(=O)c2cc(NS(C)(=O)=O)ccc2O1	-0.6	-2	0.1	1	-4.8	-32	11	-2
CCCNC(=O)[C@H]1[C@H](CO)[C@H]2Cn3c(ccc(-c4ccccc4F)c3=O)[C@@H]1N2C(=O)CC	-0.1	?	0.1	9	-1.7	-2	-4	6
COc1ccc(S(=O)(=O)N2CCc3cc4c(cc3C2C)OCCCO4)cc1 (centres undefined)	0.1	-5	.	2	-1.4	3	11	-34
CCOC(=O)Nc1ccc(C(=O)Oc2ccccc2)c(O)c1	.	-4	.	-4	4.7	2	-3	-8
COc1ccccc1NC(=O)COC(=O)C1C2CC3OC(=O)C1C3C2 (centres undefined)	0.3	4	.	1	-1.3	2	7	-9
COCC(=O)N1C[C@@H]2[C@H](c3ccccc31)[C@@H](CO)N2C(=O)C1CCCCC1	0.0	1	0.0	-6	2.5	1	3	-7
Carrying on:
SMILES	Xi reactivation	DENV2 CPE	E-sel inducer	RAD54 branch	CFTR F508del cor	CASP6 VEID inh	INS-1E GSIS act	RAD52 inh
Nc1[nH]c(N=NC(=O)c2ccccc2O)c2ccccc12	-0.1	.	0.8	6	.	.	-13	.
Cc1ccc(NC(C(=O)c2ccccc2)c2ccccc2)cc1 (centres undefined)	0.0	-3	0.2	-4	-3.0	2	-36	-3
O=C(CCc1nc2sc3c(c2c(=O)[nH]1)CCCC3)NCC(=O)Nc1ccccc1Br	-0.1	-3	.	3	0.3	37*	10	-22
CCN(CC)C(=O)C1CCCc2c1[nH]c1ccc(Cl)cc21 (centres undefined)	-0.1	-1	2.5	0	0.9	9	-5	-172
Cc1ccccc1NC(=O)Cc1nc(CN(C)CC(=O)Nc2cccc(F)c2)cs1	0.0	2	.	4	-3.0	-1	.	-77
CCc1ccccc1OCCCCN1CCCCC1	0.0	0	.	-3	-0.8	-4	-3	-4

Reprinted at random: three entries already listed.
SMILES	Xi reactivation	DENV2 CPE	E-sel inducer	RAD54 branch	CFTR F508del cor	CASP6 VEID inh	INS-1E GSIS act	RAD52 inh
CCN(CC)C(=O)C1CCCc2c1[nH]c1ccc(Cl)cc21 (centres undefined)	-0.1	-1	2.5	0	0.9	9	-5	-172
CCc1ccccc1OCCCCN1CCCCC1	0.0	0	.	-3	-0.8	-4	-3	-4
Nc1[nH]c(N=NC(=O)c2ccccc2O)c2ccccc12	-0.1	.	0.8	6	.	.	-13	.

Compound activity deposited in PubChem BioAssay by Broad Institute.
